Screening data as filed in PubChem BioAssay.
K1F lysis inhibition: protection from phage-mediated lysis, alamar blue read-out – E. coli UTI89, K1F phage, bacterial capsule biogenesis inhibitors (AID 488966). E. coli UTI89 K1F phage lysis, alamar blue, 2 h; higher % means a stronger effect. inhibition, % at 100 µM, or IC50 in µM where a hit was titrated. 340,000 tested, 0.02% active;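 active = phage lysis inhibition, versus mean bacterial control, above a set limit; inconclusive = no clear call, values can overlap the other calls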;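 also: capsule biogenesis inhibitors block K1F phage lysis so surviving cells raise fluorescence; higher fluorescence means more inhibition of phage lysis; actives were called in the ten point dose series up to 300 µM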
RSV antiviral HEp-2: inhibition of RSV-induced cytopathic effect – HEp-2 cells, primary 10 µM value included (AID 2391); HEp-2 cells, RSV-induced CPE inhibition; higher % means a stronger effect; 310,000 tested, 0.13% active; one-dose CPE inhibition, % at 10 µM; IC50 in µM for titrated hits; in the data active = a potency from the dose series; inconclusive = CPE inhibition mostly from about 23% at the one dose, without a potency; inactive = the rest, 99 in 100 with CPE inhibition below about 21%; also: strong numbers were not always called active
NTR1 ag: NTR1-driven beta-arrestin-GFP spot formation – imaging, U2OS cells, high content, primary screen (AID 493036). P30989. agonist mode. activation, % at 20 µM. 330,000 tested, 0.17% active;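 active = activation at or above 40% of the spot to cytoplasm intensity ratio, with at least 20 cells analyzed; inconclusive = wells under 20 cells, flagged as cytotoxic or low count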;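 also: 0% = DMSO without peptide and 100% = 100 nM NTR1 peptide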
Target sequence (P30989 whole entry, looked up): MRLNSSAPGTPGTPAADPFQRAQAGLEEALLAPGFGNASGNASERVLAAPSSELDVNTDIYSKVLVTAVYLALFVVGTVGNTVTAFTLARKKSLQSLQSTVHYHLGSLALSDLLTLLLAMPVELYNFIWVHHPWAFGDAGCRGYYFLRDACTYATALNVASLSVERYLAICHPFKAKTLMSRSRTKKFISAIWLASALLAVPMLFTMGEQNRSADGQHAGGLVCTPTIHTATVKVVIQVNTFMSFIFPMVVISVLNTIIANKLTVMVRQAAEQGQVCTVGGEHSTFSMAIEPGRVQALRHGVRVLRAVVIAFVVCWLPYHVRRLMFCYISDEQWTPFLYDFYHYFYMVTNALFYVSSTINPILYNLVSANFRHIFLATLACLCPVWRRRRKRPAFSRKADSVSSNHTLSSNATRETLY
NS5 inhibitors: Dengue-2 NS5 methyltransferase inhibitors, primary screen, biochemical, confirmation dose response (AID 588689). Dengue-2 NS5 methyltransferase capping enzyme assay, biochemical; higher % means a stronger effect. one-dose inhibition, % at 25 µM; IC50 in µM for titrated hits. 340,000 tested, 0.3% active; in the data active = a potency from the dose series; inconclusive = inhibition above about 29% without an active follow-up result
AID2073: disruptors of CaV2.2 binding to Mint1 – biochemical, HTRF (AID 2073). HTRF protein-protein interaction, Mint1-CaV2.2; higher % means a stronger effect. one-dose inhibition, % at 20 µM; IC50 in µM for titrated hits. 290,000 tested, 0.19% active; in the data active = inhibition mostly above about 51%, no sharp cut-off; inconclusive = no clear call, values can overlap the other calls; inactive = mostly below about 53%; also: some results filed as inactive read as strong as hits
WT yeast gro inh: growth inhibition of WT yeast, mitochondrial fusion screen. mitochondrial fusion phenotypic screen, WT strain. inhibition, % at 10 µM. 190,000 tested, 2.1% active; in the data active = inhibition above about 58%; tested in S. cerevisiae
GPR35 arrestin U2OS: GPR35 antagonists blocking zaprinast-driven arrestin recruitment, primary screen, imaging, U2OS, beta-arrestin-GFP, zaprinast agonist (AID 2058) | U2OS GPR35 beta-arrestin-GFP translocation imaging, zaprinast antagonism; higher % means a stronger effect | inhibition, % at 10 µM; hits with a dose series show IC50 in µM | 290,000 tested, 0.052% active;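 active = inhibition of at least 50% with at least 30 cells and total cytoplasm GFP at most 10,000,000; inconclusive = under 30 cells or total GFP of 10,000,000 plus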
LYP inhibition: PTPN22 lymphoid phosphatase activity blockers – biochemical, fluorescence intensity, uHTS (AID 1779) | recombinant LYP phosphatase, fluorescence intensity; higher % means a stronger effect | one-dose inhibition, % at 11.5 µM; IC50 in µM for titrated hits | 290,000 tested, 0.054% active; in the data active = inhibition above about 50%;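 also: plate controls were vehicle with enzyme for no effect and no enzyme for full effect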
Autophagy mod: modulators of autophagy | calls only at 10 µM (by protocol) | MEF GFP-LC3 puncta imaging; test concentration mostly 10 µM | 190,000 tested, 0.98% active | AID 463193;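 active = percentage of spot-positive cells more than 3 SD above its plate mean, without a fluorescence outlier flag or 80% toxicity; inconclusive = no clear call, values can overlap the other calls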;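 also: spot-positive cell cutoff set from DMSO-treated cells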
WT yeast gro inh mutant strain: also measured in WT yeast gro inh; calls as there; inhibition, %; mitochondrial fusion phenotypic screen, mutant strain inhibition
Autophagy mod cell loss 18 h: further read-out of Autophagy mod, marked with its call; toxicity, %; measured here: cell loss, nuclei count;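 cell loss after 18 h compound exposure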
NTR1 ag cell count 20 µM: recorded beside NTR1 ag, whose call it bears; cell count; measured here: cell count, cytotoxicity flag
An asterisk follows results filed as active; i = inactive; ? = inconclusive; / = not tested or not shown; [ ] = dose if it differs, or a comment.

SMILES	K1F lysis inhibition	RSV antiviral HEp-2	NTR1 ag	NTR1 ag cell count 20 µM	NS5 inhibitors	AID2073	WT yeast gro inh	WT yeast gro inh mutant strain	GPR35 arrestin U2OS	LYP inhibition	Autophagy mod	Autophagy mod cell loss 18 h
O=C(N/N=C/c1ccc(Br)o1)c1cncc(Br)c1	0.3%	0.8%	-0.2	83	2%	-6%	8	4	-3%	8%	i	0
Clc1cccc(N2CCN(Cc3nnc(-c4ccccc4)o3)CC2)c1	6.3%	-0.6%	-1.8	93	0%	-8%	-1	13	2%	-3%	i	4
CCOC(=O)C1=C(C)OC(N)=C(C(=O)OCC)C1c1ccncc1 (stereo not given)	0.9%	1.4%	-1.3	60	-11%	1%	0	-3	-1%	2%	i	29
CN(C)/C=C1/C(=O)Nc2ccccc21	0.3%	0.7%	-1.5	89	-4%	-4%	-6	-5	-4%	4%	i	6
O=C1NC(=Nc2ccccc2)CS1	3.0%	/	0.9	50	5%	-19%	/	/	-11%	-11%	/	/
COCCn1c(C)cc(C(=O)COc2ccc(N(C)S(=O)(=O)c3ccc(C)cc3)cc2)c1C	-0.5%	9.2%	4.6	39	-4%	/	/	/	/	/	/	/
COc1cc(NC(=O)CCC2CCCC2)cc(-n2cnnn2)c1	2.0%	1.8%	1.1	39	-4%	7%	8	-15	1%	-4%	i	2
Cc1ccc(CNC(=O)c2ccc(N3CCC4(CC3)CC(c3cccc(Br)c3)=NO4)c([N+](=O)[O-])c2)cc1	1.2%	1.4%	0.2	91	4%	/	/	/	/	/	/	/
COc1ccc(Cl)cc1NS(=O)(=O)c1cccc(C(=O)NCCCN2CCCC2=O)c1	-0.1%	2.0%	0.9	57	0%	1%	/	/	0%	-12%	/	/
CCOc1ccc(/C=C2\SC(=S)N(CC(=O)NCCCN3CCOCC3)C2=O)cc1	1.4%	0.6%	1.4	56	-4%	4%	/	/	1%	0%	/	/
O=C(Nc1ccc2c(c1)CCC2)c1cc(S(=O)(=O)Nc2ccc(F)cc2)c(Cl)cc1Cl	0.7%	0.2%	24	58	2%	11%	48	8	8%	8%	i	-1
COc1ccccc1C(=O)n1nc(-c2ccccc2)nc1NCc1ccco1	-1.3%	2.7%	3.6	77	-2%	2%	83*	76*	12%	5%	i	-2
Cc1ccc(S(=O)(=O)N2CC=C(c3ccc(F)cc3)CC2)cc1	0.9%[50 µM]	2.9%	5.2	70	1%	0%	5	6	-2%	-4%	i	3
Cc1ccccc1-n1c(=O)cc(NCC2CCCO2)[nH]c1=O (stereo not given)	0.1%	2.7%	0.1	44	1%	4%	0	4	3%	-1%	i	1
COc1ccccc1OCCNC(=O)c1ccc(C)o1	1.4%[50 µM]	-1.2%	0.5	54	-3%	/	/	/	/	/	/	/
O=C(Oc1ccccc1C(=O)Oc1ccccc1)c1ccco1	1.0%	0.0%	0.3	73	0%	-2%	0	3	10%	-4%	i	-2
Cc1onc(-c2ccccc2)c1-c1nc2cc(Cl)ccc2c(=O)o1	/	0.8%	7.2	57	/	38%	/	/	-1%	2%	/	/
CCCN(CCC)c1nc2c(C)cccn2c(=O)c1/C=C1/SC(=S)N(Cc2ccco2)C1=O	0.1%	/	0.7	97	?	13%	/	/	33%	4%	/	/
CN(C(=O)c1ccc2c(c1)SC1=NS(=O)(=O)CCN12)C(c1ccccc1)c1ccccc1	7.7%	3.7%	0.0	51	-6%	8%	-9	-14	-14%	-2%	i	-3
Cc1cc(C)nc(-n2ncc3c2CC(C)CC3=O)n1 (stereo not given)	/	2.5%	-1.2	52	/	4%	/	/	6%	1%	/	/
O=C(NNC(=S)Nc1cccc(C(F)(F)F)c1)c1ccc(Cl)cc1Cl	-1.3%[50 µM]	21%	6.7	65	-4%	-8%	36	-5	-5%	5%	i	16
O=C(NCC(=O)N1CCN(C(c2ccccc2)c2ccccc2)CC1)c1ccccc1F	0.0%	0.4%	1.5	56	-1%	10%	/	/	0%	0%	/	/
CN(CCC(=O)Nc1ccc2c(c1)OCO2)Cc1ccccc1	0.3%	-1.4%	-1.2	37	3%	-6%	-31	-10	19%	1%	i	11
CC(C)CNC(=O)COc1ccc2c3c(c(=O)oc2c1)CCC3	0.6%	2.4%	1.1	51	-3%	1%	38	-10	3%	-3%	i	1
CCCC(=O)C1=C(O)C(C(=O)OC)C(C)(C)CC1=NCCCCCC(=O)O (stereo not given)	0.4%	-0.3%	-1.8	63	0%	-3%	/	/	-1%	-2%	/	/
The results go on.
SMILES	K1F lysis inhibition	RSV antiviral HEp-2	NTR1 ag	NTR1 ag cell count 20 µM	NS5 inhibitors	AID2073	WT yeast gro inh	WT yeast gro inh mutant strain	GPR35 arrestin U2OS	LYP inhibition	Autophagy mod	Autophagy mod cell loss 18 h
CCN(CC)c1ccc(-c2sc(Nc3ccccc3)n[n+]2-c2ccc(F)cc2)cc1	5.0%	4.6%	-4.6	104	-69%	14%	/	/	0.63µM*	1%	/	/
O=C(CCNS(=O)(=O)c1ccccc1C(F)(F)F)Nc1ccncc1	1.4%[50 µM]	1.4%	0.5	52	4%	/	/	/	/	/	/	/
Cc1cccc(CSC2=NCCN2C(=O)c2ccc(S(=O)(=O)N(C)C)cc2)c1	-0.2%	0.4%	0.4	88	-10%	2%	0	-17	1%	-2%	i	-12
CC(=O)Nc1ccc(NC(=O)c2ccccc2F)cc1	-0.3%	2.5%	-1.2	97	-9%	-4%	-6	-2	4%	-1%	i	4
O=C(C1CCN(S(=O)(=O)c2cccc3cccnc23)CC1)N1CCN(Cc2ccccc2)CC1	3.0%	-0.1%	-0.8	46	-1%	/	3	5	/	/	/	/
Cc1cc(N2CCN(Cc3cn(C)nc3-c3ccccc3F)CC2)cc(C)n1	0.5%	-3.3%	1.1	75	-4%	4%	-15	10	2%	-1%	i	45
COc1ccccc1CC(=O)NC1CCCc2ccccc21 (stereo not given)	0.1%	1.6%	2.2	75	6%	8%	11	16	4%	1%	i	20
C/C(=N/NC(=O)CNC(=O)c1cccc(F)c1)c1ccc2c(c1)CCCC2	0.6%	-0.4%	0.0	46	/	18%	-3	-11	-12%	1%	i	-11
Cc1ccc2nsnc2c1S(=O)(=O)NCc1ccc2c(c1)OCO2	0.1%	-1.6%	-1.0	66	-11%	6%	15	-3	7%	-3%	i	2
O=c1c2c(nc3n1CCS3)c1cc(F)ccc1n2Cc1cc(=O)n2cc(Cl)ccc2n1	/	6.2%	2.6	46	/	15%	/	/	-4%	-7%	/	/
COc1ccc2c(c1O)-c1ccccc1CCN(C)C2	6.0%	0.1%	-3.4	94	-4%	-2%	4	7	-20%	-11%	i	13
O=C1CCCN2N=C(SCC(=O)Nc3ccc(F)cc3F)SC2=N1	0.4%	12%	-0.6	57	3%	3%	/	/	7%	-2%	/	/
CCc1ccc(NC(=O)CC2C(=O)N(c3ccc(OC)cc3)C(=O)N2CCOC)cc1 (stereo not given)	-0.3%	0.8%	1.1	61	-2%	1%	/	/	2%	-6%	/	/
COc1ccc(NC(=O)CSCC(=O)Oc2c(OC)cccc2OC)cc1	1.0%[50 µM]	-1.7%	1.1	57	-7%	/	/	/	/	/	/	/
COc1cc(NS(=O)(=O)c2ccc(NC(=O)COc3ccc(C)cc3C)cc2)nc(OC)n1	1.2%	2.9%	1.3	79	-1%	6%	-1	1	16%	-3%	i	1
O=C(NCC(=O)N1CCc2ccccc2C1)c1ccc(Cl)cc1Cl	0.0%	-0.2%	-0.8	47	-6%	5%	/	/	8%	-3%	/	/
O=C(NCc1ccco1)C1(c2ccc(Cl)cc2)CCCC1	0.0%	-1.0%	1.4	75	-4%	3%	5	3	9%	-4%	i	-4
C=CCN(c1ccccc1)S(=O)(=O)c1cccc(C(=O)NNC(=O)c2ccccc2O)c1	1.0%[50 µM]	6.3%	1.9	56	2%	/	/	/	/	/	/	/
CCOC(=O)c1c(S(=O)(=O)N2CCCC(C(=O)Nc3cccc(C)n3)C2)c(C)n(C)c1C (stereo not given)	0.2%	1.1%	0.7	72	-4%	8%	/	/	4%	-10%	/	/
CCN(CCNC(=O)C1CC(=O)N(CCc2ccccc2)C1)c1ccccc1 (stereo not given)	0.9%	0.2%	3.0	31	-5%	-8%	11	-28	3%	-8%	i	15
CCOc1ccc(-c2cc(C)n3nc(C(N)=O)cc3n2)cc1	-0.1%	4.4%	-0.8	59	8%	38%	0	5	4%	-3%	i	7
Cc1cc(/C=N/Nc2ccc([N+](=O)[O-])cn2)c(C)n1-c1cccc(C(=O)O)c1	0.0%	7.6%	-1.9	47	-35%	9%	/	/	2%	-5%	/	/
CN1CCN(C2=NC(=O)/C(=C/c3cn[nH]c3-c3ccccc3)S2)CC1	0.3%	/	-0.4	54	3%	2%	/	/	-1%	-5%	/	/
O=C(O)c1ccc(Nc2ncnc3scc(-c4ccccc4)c23)cc1	-0.8%	-1.5%	0.8	43	-1%	13%	-1	2	15%	1%	i	-9
C/C(=N/NC(=O)c1ccoc1C)c1ccc(N2CCOCC2)cc1	-0.6%	2.5%	-1.9	51	-3%	-3%	-8	-3	-6%	-4%	i	6
Additional records
SMILES	K1F lysis inhibition	RSV antiviral HEp-2	NTR1 ag	NTR1 ag cell count 20 µM	NS5 inhibitors	AID2073	WT yeast gro inh	WT yeast gro inh mutant strain	GPR35 arrestin U2OS	LYP inhibition	Autophagy mod	Autophagy mod cell loss 18 h
Cn1nnnc1SCC(=O)Nc1ccc(Cl)cn1	0.3%	0.5%	-1.0	46	4%	5%	/	/	7%	-4%	/	/
CCCCn1c(=NC(=O)c2cccnc2)c(C(=O)OCC)cc2c(=O)n3ccccc3nc21	0.1%	/	/	/	-6%	8%	8	-4	-9%	-1%	i	-3
CC(C)COP(=O)(c1ccc(N(C)C)cc1)C(O)c1ccc(N(C)C)cc1 (stereo not given)	0.0%	2.3%	1.2	38	3%	4%	/	/	4%	-5%	/	/
Cc1ccc(-c2csc(NC(=O)C[n+]3cc(-c4ccccc4)n4c3CCC4)n2)cc1	/	3.7%	2.3	49	/	2%	/	/	-2%	-7%	/	/
Cc1nc(CSc2nnc(Nc3cccc(C)c3C)s2)cs1	-0.1%	13%	3.3	65	-3%	-9%	-2	-2	5%	-6%	i	-2
CCCCCNC(=O)N[C@H](C(=O)O)C(C)C	0.3%	1.1%	-0.1	39	-2%	-5%	-15	-23	-9%	-4%	i	-60
N#CCCN(NC1=NS(=O)(=O)c2ccccc21)C(=O)c1ccccc1Br	0.3%	2.5%	-1.8	44	-5%	-4%	/	/	0%	-1%	/	/
COc1ccc(CC2NCCC3(O)CCCCC23)cc1 (stereo not given)	-0.5%	0.5%	0.6	66	-4%	10%	-9	22	-1%	-2%	i	6
O=C(c1noc2c1CCCCC2)N1CCOCC1	-0.6%	-0.1%	1.2	81	-5%	-2%	-15	-47	-2%	-3%	i	-19
